Source: PubChem
A-T KAP1 phos – qHTS Assay for Identifying a Potential Treatment of Ataxia-Telangiectasia | […] A-T fibroblasts, KAP-1 phosphorylation AlphaLISA; neocarzinostatin DNA damage 30 min before lysis | Potency, µM (titrated, usually from 57.5 µM), inactives show at the top dose activation, hits mostly activators | hit rate 0.19% among 320,000; further: potency means the concentration at half of the fitted maximal effect; % of control where 0% means no effect; nearly all actives have a fitted effect of over 45% in size
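ATM-like activity read as KAP-1 phosphorylation via AlphaLISA donor/acceptor antibody pairs after lysis and 6 hr at 25C. Cells were ATM-null patient fibroblasts ([…], hTERT), dosed 60 min, then exposed to the DSB inducer NCS for 30 min.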
PTAP TSG101 blk – qHTS Assay for Iinhibitors of HIV-1 Budding by Blocking the Interaction of PTAP/TSG101. 340,000 tested, under 10 active. Fluorescence polarization, FITC-PTAP peptide / Tsg101 binding. Potency, µM (titrated, usually from 115 µM), for the others: at the highest dose activity change, negative = inhibition, hits mostly inhibitors. Tumor susceptibility gene 101 protein (Homo sapiens), Q99816. AID 493005, 2010; active means well fitted inhibition curve with a large enough effect in the main read-out, with a control signal flat, not every such curve was filed as active; inconclusive means small, poorly fitted or top-dose-only effect, or effect the other way, or a change in a side signal; inactive means no such curve, though single readings can be large or run the other way; further: potency means the concentration at half of the fitted maximal effect; % of control where 0% means no effect
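Fluorescence polarization binding of Tsg101 binding domain (10 uM final) to FITC-labeled PTAP peptide (50 nM final) in HEPES pH 7.5 buffer with NaCl, Tween 20, EDTA, TCEP. Compounds added before peptide; binding 20 min at RT.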
ASM inhibitor – Inhibitors of Secretory Acid Sphingomyelinase (S-ASM): qHTS | Sphingomyelin phosphodiesterase (Homo sapiens), P17405 | placental ASM, HMU-PC fluorogenic substrate, 60 min | Potency, µM (highest dose often 57.5 µM), for inactives: at the top dose activity change, negative = inhibition, most hits filed as inhibitors | hit rate 0.006% among 340,000 | AID 504937, 2011; further: potency means the concentration at half of the fitted maximal effect
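Fluorogenic HMU-PC substrate (9 uM final) is turned over by placental ASM in 60 min at 37 C after a 10 min compound preincubation. Reaction ended by alkaline stop (pH 10), with fluorescence read at 386/447 nm.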
TCR act – Activators of T cell receptors: qHTS campaign; primary human leukocytes, anti-CD3, IL-2 HTRF, 48 h; Potency, µM (highest dose often 9.22 µM), without a hit: at the highest dose activation of IL-2 secretion, usual class: activators; 330,000 tested, under 10 active; further: % of control where 0% means no effect
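Primary human leukocytes incubated 48 hr with anti-CD3 beads plus compound, without co-stimulation. Secreted IL-2 measured by HTRF (europium cryptate/d2 anti-IL-2 pair, 320 nm excitation, 665 nm emission).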
MBNL1-CUG inh – qHTS Assay for Inhibitors of MBNL1-poly(CUG) RNA binding | TR-FRET MBNL1-His/biotin-(CUG)12 binding, 665/545 ratio | Potency, µM (series often up to 57.5 µM), without a hit: top-dose activity change, negative = inhibition, actives largely listed as inhibitors | AID 2675, 2010 | hit rate 0.036% among 280,000 | Muscleblind-like protein 1 (Homo sapiens), Q9NR56; active means well fitted inhibition curve with a large enough effect in the signal ratio, with a control signal flat, not every such curve was filed as active; inconclusive means small, poorly fitted or top-dose-only effect, or effect the other way, or a change in a side signal; inactive means no such curve, though single readings can be large or run the other way; the % refers to the signal ratio; further: potency means the concentration at half of the fitted maximal effect; on the % scale 0 is the no-effect control and ±100 the full control effect
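Compound titration spanned 92 nM–58 uM against the MBNL1-His/biotin-(CUG)12 complex. After 60 min at room temperature with 5 nM streptavidin-XL665 and 0.055 ng/ul terbium anti-His, ratiometric 665/545 nm emission (Ex 340 nm) normalized to controls.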
Mito fusion act – qHTS Assay for Small Molecule Inhibitors of Mitochondrial Division or Activators of Mitochondrial Fusion | S. cerevisiae fusion-defective mutant growth rescue, CellTiterGlo 48 h | hit rate 0.23% among 320,000 | AID 485298, 2010 | Potency, µM (doses to about 46.1 µM), without a hit: top-dose growth rescue (activation), most hits filed as activators;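 further: potency means the concentration at half of the fitted maximal effect; % of control where 0% means no effect; nearly all actives have a fitted effect of over 45% in size; temperature-sensitive fusion mutants such as fzo1-1 at 37 °C on non-fermentable ethanol glycerol medium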
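Yeast fusion mutant, YPEG (non-fermentable carbon), compound, 48 h at 37C non-permissive; CellTiterGlo added, 10 min RT, luminescence read. Rescued growth = division inhibition.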
Menin MLL FP TR – qHTS Assay for Inhibitors Targeting the Menin-MLL Interaction in MLL Related Leukemias: Competition With Texas Red Labeled MLL-derived Mutant Peptide; O00255; Menin + Texas Red MLL mutant peptide, fluorescence polarization; Potency, µM (highest dose often 61.6 µM), for the others: at the highest dose FP activity change, negative = inhibition, usual class: inhibitors; hit rate 0.23% among 270,000; active means well fitted inhibition curve with a large enough effect in the polarisation, with a control signal flat, not every such curve was filed as active; inconclusive means small, poorly fitted or top-dose-only effect, or effect the other way, or a change in a side signal; inactive means no such curve, though single readings can be large or run the other way; the % refers to the polarisation; further: potency means the concentration at half of the fitted maximal effect; % of control where 0% means no effect; many of its hits are not listed in these tables
a7 integrin act – qHTS for Activators of Integrin-Mediated Alleviation for Muscular Dystrophy | alpha7betagal myoblasts, beta-gal FDG fluorescence, 48 h | Potency, µM (highest dose often 38.3 µM), without a hit: at the top dose activation, hits mostly activators | hit rate 0.064% among 350,000;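 further: potency means the concentration at half of the fitted maximal effect; 100% = response of the positive control SU9516; nearly all actives have a fitted effect of over 60% in size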
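alpha7betagal+/- myoblasts (passage 13, 250/well) treated 48 h at 37C with compounds at 1:260 dilution of DMSO stock. Lysed, then beta-galactosidase activity read as FDG fluorescence (ex 480/em 540) after 30 min, with pre-read for autofluorescence.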
CXXC DNA block – qHTS Fluorescence Polarization Assay for Inhibitors of MLL CXXC domain - DNA interaction | hit rate 0.037% among 290,000 | AID 2662, 2010 | MLL-CXXC / FITC-HOXA9 DNA fluorescence polarization | Potency, µM (series often up to 115 µM), for inactives: at the top dose activity change, negative = inhibition, usual class: inhibitors | Histone-lysine N-methyltransferase 2A (Homo sapiens), Q03164; active means well fitted inhibition curve with a large enough effect in the polarisation, with a control signal flat, not every such curve was filed as active; inconclusive means small, poorly fitted or top-dose-only effect, or effect the other way, or a change in a side signal; inactive means no such curve, though single readings can be large or run the other way; the % refers to the polarisation; further: potency means the concentration at half of the fitted maximal effect
Target sequence (Q03164 whole entry, looked up, the tested form may be a part): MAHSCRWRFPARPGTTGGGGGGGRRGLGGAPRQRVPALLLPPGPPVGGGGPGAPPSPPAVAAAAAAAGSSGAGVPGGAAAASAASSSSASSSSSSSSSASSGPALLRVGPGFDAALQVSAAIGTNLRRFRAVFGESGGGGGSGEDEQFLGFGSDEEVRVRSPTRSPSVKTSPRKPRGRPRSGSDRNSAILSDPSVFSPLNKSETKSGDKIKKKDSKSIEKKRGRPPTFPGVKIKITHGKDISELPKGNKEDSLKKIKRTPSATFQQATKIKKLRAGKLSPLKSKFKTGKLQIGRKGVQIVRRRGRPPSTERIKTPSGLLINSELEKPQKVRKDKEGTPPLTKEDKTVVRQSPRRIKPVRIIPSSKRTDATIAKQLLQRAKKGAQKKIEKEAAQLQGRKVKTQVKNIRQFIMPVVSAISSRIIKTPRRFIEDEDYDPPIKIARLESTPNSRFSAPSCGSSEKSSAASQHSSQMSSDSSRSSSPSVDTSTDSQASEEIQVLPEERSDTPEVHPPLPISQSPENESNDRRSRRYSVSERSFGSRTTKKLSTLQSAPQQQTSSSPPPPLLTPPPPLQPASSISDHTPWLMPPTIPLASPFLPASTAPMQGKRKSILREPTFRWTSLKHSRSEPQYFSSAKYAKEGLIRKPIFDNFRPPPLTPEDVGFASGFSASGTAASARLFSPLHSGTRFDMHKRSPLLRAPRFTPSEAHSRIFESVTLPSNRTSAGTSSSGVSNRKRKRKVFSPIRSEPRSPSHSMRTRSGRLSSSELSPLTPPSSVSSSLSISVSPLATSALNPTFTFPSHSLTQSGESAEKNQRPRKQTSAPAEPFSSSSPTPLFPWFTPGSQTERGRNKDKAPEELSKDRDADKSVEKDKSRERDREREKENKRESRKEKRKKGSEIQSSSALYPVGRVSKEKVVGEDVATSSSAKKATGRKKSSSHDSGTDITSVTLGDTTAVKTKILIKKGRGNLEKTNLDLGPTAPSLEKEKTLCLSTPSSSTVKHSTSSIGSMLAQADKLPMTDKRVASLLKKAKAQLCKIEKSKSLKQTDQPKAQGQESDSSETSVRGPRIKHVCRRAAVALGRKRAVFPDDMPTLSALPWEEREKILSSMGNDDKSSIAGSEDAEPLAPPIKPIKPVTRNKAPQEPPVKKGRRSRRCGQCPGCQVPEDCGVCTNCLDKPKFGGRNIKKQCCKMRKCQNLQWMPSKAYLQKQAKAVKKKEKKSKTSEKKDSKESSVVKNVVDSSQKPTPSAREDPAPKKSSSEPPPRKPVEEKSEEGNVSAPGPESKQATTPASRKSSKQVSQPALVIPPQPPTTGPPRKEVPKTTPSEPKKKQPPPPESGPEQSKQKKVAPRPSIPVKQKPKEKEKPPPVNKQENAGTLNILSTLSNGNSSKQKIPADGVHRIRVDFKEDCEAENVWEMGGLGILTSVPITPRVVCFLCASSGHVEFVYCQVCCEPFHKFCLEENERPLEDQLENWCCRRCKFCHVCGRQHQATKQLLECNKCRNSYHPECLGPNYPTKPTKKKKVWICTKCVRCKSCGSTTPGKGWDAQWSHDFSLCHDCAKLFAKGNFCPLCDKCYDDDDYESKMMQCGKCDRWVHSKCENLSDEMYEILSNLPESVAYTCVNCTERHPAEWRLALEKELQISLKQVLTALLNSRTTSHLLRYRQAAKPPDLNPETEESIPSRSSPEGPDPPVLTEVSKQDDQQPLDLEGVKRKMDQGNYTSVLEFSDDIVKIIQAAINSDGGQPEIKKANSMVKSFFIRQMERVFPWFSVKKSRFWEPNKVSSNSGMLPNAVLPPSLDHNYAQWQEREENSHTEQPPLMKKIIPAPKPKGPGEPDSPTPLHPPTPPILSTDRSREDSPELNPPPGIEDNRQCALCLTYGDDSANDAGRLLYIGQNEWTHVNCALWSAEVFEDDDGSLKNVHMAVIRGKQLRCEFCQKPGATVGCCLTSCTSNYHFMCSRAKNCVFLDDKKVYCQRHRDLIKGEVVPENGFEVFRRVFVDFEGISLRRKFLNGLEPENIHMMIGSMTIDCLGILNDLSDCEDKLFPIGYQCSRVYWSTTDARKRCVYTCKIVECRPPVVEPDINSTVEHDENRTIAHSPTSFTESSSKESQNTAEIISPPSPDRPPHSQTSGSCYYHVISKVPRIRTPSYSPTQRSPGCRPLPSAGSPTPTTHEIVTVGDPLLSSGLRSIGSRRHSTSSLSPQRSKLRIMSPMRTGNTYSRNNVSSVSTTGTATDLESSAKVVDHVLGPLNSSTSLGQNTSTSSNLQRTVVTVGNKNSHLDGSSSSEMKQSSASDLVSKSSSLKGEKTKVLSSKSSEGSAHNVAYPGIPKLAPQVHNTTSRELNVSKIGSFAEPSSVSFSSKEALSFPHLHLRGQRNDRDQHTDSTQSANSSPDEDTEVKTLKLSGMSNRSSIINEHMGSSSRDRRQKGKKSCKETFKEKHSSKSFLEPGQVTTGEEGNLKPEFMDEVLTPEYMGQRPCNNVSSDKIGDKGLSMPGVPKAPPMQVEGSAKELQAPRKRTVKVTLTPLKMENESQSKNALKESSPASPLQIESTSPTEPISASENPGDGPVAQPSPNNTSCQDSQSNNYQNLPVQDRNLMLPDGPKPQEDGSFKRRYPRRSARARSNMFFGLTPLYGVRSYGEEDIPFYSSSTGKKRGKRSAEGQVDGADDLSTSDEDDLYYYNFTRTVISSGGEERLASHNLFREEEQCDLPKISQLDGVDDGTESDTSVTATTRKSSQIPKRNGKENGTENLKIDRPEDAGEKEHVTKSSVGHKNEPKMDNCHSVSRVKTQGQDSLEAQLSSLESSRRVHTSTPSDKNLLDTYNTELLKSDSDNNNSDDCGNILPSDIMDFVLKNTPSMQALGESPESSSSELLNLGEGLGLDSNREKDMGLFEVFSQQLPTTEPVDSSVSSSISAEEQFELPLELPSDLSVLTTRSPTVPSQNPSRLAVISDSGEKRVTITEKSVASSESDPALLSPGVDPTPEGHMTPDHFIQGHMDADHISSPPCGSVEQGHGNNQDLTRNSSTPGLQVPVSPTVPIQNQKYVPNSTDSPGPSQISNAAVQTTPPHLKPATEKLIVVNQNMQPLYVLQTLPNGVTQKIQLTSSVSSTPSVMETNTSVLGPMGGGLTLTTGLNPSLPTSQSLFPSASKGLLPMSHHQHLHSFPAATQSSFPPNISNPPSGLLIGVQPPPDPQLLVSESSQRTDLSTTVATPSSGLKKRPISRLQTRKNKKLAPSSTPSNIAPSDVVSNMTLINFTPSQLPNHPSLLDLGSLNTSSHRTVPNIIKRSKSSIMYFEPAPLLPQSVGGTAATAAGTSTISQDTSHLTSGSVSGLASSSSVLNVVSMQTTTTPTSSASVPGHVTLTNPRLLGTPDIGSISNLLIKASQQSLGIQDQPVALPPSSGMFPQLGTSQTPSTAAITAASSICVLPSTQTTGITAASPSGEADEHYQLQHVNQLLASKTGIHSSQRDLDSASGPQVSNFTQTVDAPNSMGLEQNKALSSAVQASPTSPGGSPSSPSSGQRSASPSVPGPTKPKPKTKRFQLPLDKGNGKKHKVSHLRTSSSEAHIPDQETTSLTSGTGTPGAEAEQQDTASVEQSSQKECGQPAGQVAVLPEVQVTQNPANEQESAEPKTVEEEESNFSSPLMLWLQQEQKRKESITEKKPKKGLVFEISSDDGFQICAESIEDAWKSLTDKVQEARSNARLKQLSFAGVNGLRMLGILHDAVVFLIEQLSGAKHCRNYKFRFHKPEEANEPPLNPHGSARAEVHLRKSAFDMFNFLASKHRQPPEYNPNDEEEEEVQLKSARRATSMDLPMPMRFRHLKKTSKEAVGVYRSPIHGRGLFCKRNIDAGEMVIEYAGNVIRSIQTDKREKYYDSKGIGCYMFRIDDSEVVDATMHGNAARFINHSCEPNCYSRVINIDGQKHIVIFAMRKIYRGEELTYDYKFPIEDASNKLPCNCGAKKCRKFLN
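Purified MLL-CXXC (added from a 7 uM solution) was preincubated 5 min at ambient with pinned compounds in 50 mM Tris-HCl pH 7.5, 50 mM NaCl, 1 mM DTT, 0.05% BSA. Fluorescein-labeled HOX-A9 DNA (50 nM solution) followed, 30 min, then polarization read.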
TSHR antagonist – Antagonists of the Thyroid Stimulating Hormone Receptor: HTS campaign; Thyrotropin receptor (Homo sapiens), P16473; TSHR-expressing cells, TSH-stimulated cAMP HTRF, 2 h; active compounds read low; activity change, negative = inhibition, % at 11.5 µM; hit rate 0.2% among 330,000;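 active means activity change below a set negative limit, meaning inhibition stronger than a set level, cut at about -70% in these data; inconclusive means activity change between two set negative limits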; further: on the % scale 0 is the no-effect control and ±100 the full control effect
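Cell-based HTRF cAMP assay; TSHR cells + compound, TSH EC80 (4nM final), 2 h, 37 deg C. Lysis with anti-cAMP cryptate and cAMP-d2, 30 min RT, read 665/620 nm.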
* hit, by the source's call; i = inactive; ? = inconclusive; / = not tested or not shown; [ ] = dose if it differs, or a comment. Unless noted, the call rests on the fitted dose curve; in most records, active means well fitted curve in the direction sought with a large enough effect; inconclusive means small, poorly fitted or top-dose-only effect, or another doubt; inactive means no such curve, though single readings can be large; an effect the other way counts as inactive or inconclusive. An excerpt; the hit share may differ from the screen's.

SMILES	A-T KAP1 phos	PTAP TSG101 blk	ASM inhibitor	TCR act	MBNL1-CUG inh	Mito fusion act	Menin MLL FP TR	a7 integrin act	CXXC DNA block	TSHR antagonist
S=C(NC12CC3CC(CC(C3)C1)C2)N1CCOCC1	-3%	0%	-2%	2%	-9%	0%	5%	?	-7%	-6
CN(C)S(=O)(=O)c1ccc(Oc2ccc(S(=O)(=O)N(C)C)cc2)cc1	7%	-1%	2%	-1%	2%	0%	-3%	-43%	0%	-5
CCc1nc2cc(Cl)c(Cl)cc2[nH]1	15%	-7%	-3%	4%	-6%	0%	1%	13%[7.66 µM]	-2%	12
Cc1scc(C(=O)N/N=C/c2ccsc2)c1C	1%	-2%	-3%	1%[46.1 µM]	3%[11.5 µM]	-22%	2%	-11%	9%	3
CCOC(=O)C1(Cc2ccccc2)CCN(Cc2cn(CC(=O)OC)c3ccccc23)CC1	3%	-1%	3%	-5%	-18%	-4%	-21%	7%	0%	6
CCOC(=O)c1c(C)n(-c2ccc(C)cc2)c2ccc(OCC(O)CN3CCN(C)CC3)cc12 (stereo not drawn)	15%	-1%	-19%	-1%	?	-1%	?	-17%	66%[activator]	23
COc1ccc(OC)c(-c2csc(NC(=O)COC(=O)C3(C)CC3(Cl)Cl)n2)c1 (stereo not drawn)	6%	1%	0%	2%	/	16µM*	/	-20%	/	10
O=C(C1CCCN(c2ncnc3c2nc2n3CCCCC2)C1)N1CCN(c2ccc(F)cc2)CC1 (stereo not drawn)	-6%	-3%	-6%	-2%	4%	8%	-19%	-19%	6%	-18
O=C(Nc1nnc(C2CC2)s1)c1cc(Cl)sc1Cl	10%	-4%	1%	4%	-6%	2%	/	20%	8%	6
O=C(N/N=C/c1cccc(Cl)c1Cl)Nc1ccccc1	0%	-3%	0%	3%	1%	12%	-23%	13%	249%[activator]	-10
COc1ccccc1Oc1ccc(NC(=O)c2ccccc2)cc1	6%	5%	-2%	-3%	-17%	-6%	55%[activator]	-10%	2%	-4
Cc1cccc(C)c1NC(=O)Nc1ccc2c(c1)OCO2	0%	1%	0%	2%	6%	4%	4%	-1%	-6%	4
COc1ccc(Cl)cc1NC(=O)CN(C)C(=O)Cn1cnc2c1c(=O)n(C)c(=O)n2C	10%	-5%	0%	0%	/	-5%	/	15%	/	-5
Cc1cc(C(=O)Nc2sc3c(c2C#N)CCCC3)no1	-1%	-12%	-2%	-3%[46.1 µM]	?	25%	-1%	-12%[7.66 µM]	-9%	-3
Cc1ccc2nc3c(cc(C(=O)NC4CCCC4)c(=N)n3C3CCCCC3)c(=O)n2c1	-1%	-3%	187%[activator]	0%	18%	2%	/	-4%	-7%	9
COc1cc(CNCc2ccco2)cc(OC)c1O	-4%	-1%	2%	0%	-5%	-4%	?	7%	0%	6
O=C(C(=NNc1ccccc1)c1ccccc1)c1ccccc1	/	-8%	-24%	10%	/	/	/	-27%	/	/
Cc1cc2c(n1-c1ccc(Br)cc1)CC(C)(C)CC2=O	0%	-3%	-3%	-4%	-5%	8%	0%	15%	-8%	-12
O=C(Cn1c(C(=O)OCCO)cc2ccccc21)c1ccccc1	-5%	-4%	-2%	/	88%[activator]	1%	-3%	-24%	-10%	-2
Cc1cc(=O)[nH]c(N/N=C/c2cc(C)n(CC(F)(F)F)c2C)n1	-31%	-1%	-1%	5%	6%	-1%	/	11%	5%	-3
CCn1ncc(CN2CCC(Oc3cc(C(=O)NC4CC4)ccc3OC)CC2)c1C	-2%	/	2%	-1%	0%	4%	/	5%	15%	2
COc1ccc(Br)cc1C(=O)N/N=C/c1ccc([N+](=O)[O-])cc1	6%	1%	4%	-11%	7%	-4%	?	21%	0%	-3
O=C(NCc1ccc(F)cc1)c1cc2c(cc1Cl)N1CCCCCC1=NS2(=O)=O	2%	-7%	-1%	-5%	/	-5%	/	0%	/	-9
O=C(NNC(=O)c1cc(-c2ccc(Br)cc2)nc2ccccc12)c1csc(N2CCOCC2)n1	/	-4%	-24%	12%	/	/	/	-4%	/	/
CC(C)(C)OC(=O)N1CCC(C(=O)N2CCOCC2)CC1	-7%	-2%	6%	3%	-6%	-4%	13%	6%	1%	-14
COC(C)c1oc2c(C)c3oc(=O)cc(C)c3cc2c1C (stereo not drawn)	/	-4%	54%[activator]	-13%	/	/	/	14%	/	/
CCN(CC)c1ccc(/C=C(\C#N)C(=O)NCc2ccccc2)cc1	-1%	?	41%[activator]	0%	/	-1%	0%	-13%	?	-10
CCOc1ccc(/C=C(\C#N)C(=O)Nc2cccnc2)cc1	0%	-1%	5%	-11%[46.1 µM]	/	-4%	-6%	2%	1%	-10
COc1ccc(Cl)cc1C(=O)Nc1nc2ccccc2[nH]1	6%	-3%	25%	-2%	?	7%	8%	-5%	22%	-17
CO/N=C/c1ccc(N2CCN(C(=O)c3cccc(C(F)(F)F)c3)CC2)c([N+](=O)[O-])c1	1%	-6%	-18%	0%	?	22%	-18%	-59%[inhibitor]	1%	-11
COc1cccc2sc(Nc3nc4ccc(NC(C)=O)cc4s3)nc12	5%	3%	i	1%[46.1 µM]	/	-2%	37%[activator]	-36%	?	23
O=S(=O)(NCCc1cccs1)c1ccc(Br)cc1	-4%	-13%	-1%	-4%	-12%	8%	27%	2%	7%	-8
CCn1c(SCc2cccc(C)c2)nnc1-c1ccccc1	-4%	-3%	-2%	-2%	-10%	-3%	?	1%	9%	-16
COc1ccc(C(=O)N2CCc3cc4c(cc3C2C)OCCCO4)cc1 (stereo not drawn)	-6%	-6%	-3%	0%	-9%	-2%	-4%	1%	-1%	-3
Cc1noc(C)c1S(=O)(=O)N(C)C[C@H]1Oc2c(NC(=O)Nc3ccc(C(F)(F)F)cc3)cccc2C(=O)N([C@H](C)CO)C[C@@H]1C	-11%	-6%	?	0%	/	/	/	15%	/	-6
O=c1[nH]c(=O)n(C2CCCCCC2)c(O)c1C=NCc1ccc(F)cc1	2%	-5%	-10%	4%	8%	28%	-7%	-15%	6%	-9
Cc1ccc(C(=O)NCCNS(=O)(=O)c2ccccc2)cc1	-1%	-13%	-4%	-1%	-6%	-1%	6%	6%	13%	-13
COc1ccc(N(CC(=O)N2CCCCC2)S(=O)(=O)c2c(C)nn(C)c2C)cc1	4%	-1%	8%	9%	8%	0%	-5%[11.7 µM]	12%	4%	0
CC(C)NC(=O)c1ccccc1NC(=O)C1CCCO1 (stereo not drawn)	/	-6%	6%	-8%	-6%	1%	-6%	3%	10%	9
COc1ccc(C(=O)C(OC(=O)CNC(=O)c2ccco2)c2ccccc2)cc1 (stereo not drawn)	-7%	-5%	2%	/	0%	6%	8%	-17%	2%	2
O=C(CCC1CCCC1)Nc1nnc(-c2ccc3c(c2)OCO3)s1	5%	-5%	2%	5%[46.1 µM]	/	-3%	-11%	3%	11%	-6
Cc1nc(C)c(-c2csc(Nc3ccc(N)cc3)n2)s1	-1%	-1%	-8%	0%	?	-2%	?	-11%	2%	-6
O=C(CCNC(=O)N1CC(=O)Nc2ccccc21)NCc1cccc(Cl)c1	-8%	-3%	-1%	1%	-3%	-5%	/	12%	13%	-10
CC(=O)c1ccc(S(=O)(=O)N2CCNCC2)cc1	0%	-4%	-1%	3%	/	-7%	/	-2%	-23%	-3
COC(=O)C1=C(C(=O)OC)C(c2ccccc2O)c2sc(=O)[nH]c2S1 (stereo not drawn)	-3%	-2%	38%[activator]	-2%[46.1 µM]	-1%	6%	16%	?	?	-1
COc1cc(OC)c2c(c1)OC(=O)CC2c1ccc2c(c1)OCO2 (stereo not drawn)	-30%	0%	5%	0%[46.1 µM]	/	/	?	1%	/	-5
COc1cc(OC)c(C(=O)OCC(=O)Nc2ccccc2Cl)cc1OC	-3%	-3%	-3%	-2%	8%	18%	-19%	2%	2%	-4
